Compound activity (PubChem BioAssay)
M. tuberculosis HTS – M. tuberculosis growth inhibition, HTS (AID 449762) | M. tuberculosis H37Rv growth inhibition, 7H9 media; higher % means a stronger effect | inhibition, % at 25 µM, or IC50 in µM where a hit was titrated | 0.59% of 330,000 active; in the data active = a potency from the dose series; inconclusive = inhibition above about 70% without an active follow-up result;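 note: bacterial growth assessed after seven days of incubation; strong numbers were not always called active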
tuberculosis growth – growth inhibition of non-replicating M. tuberculosis (AID 488890); Mycobacterium tuberculosis non-replicating, growth inhibition; higher % means a stronger effect; inhibition, % at 25 µM; hits with a dose series show IC50 in µM; 0.39% of 320,000 active; in the data active = a potency from the dose series; inconclusive = inhibition mostly from about 82% at the one dose, without a potency; inactive = the rest, 99 in 100 with inhibition below about 76%;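 note: plate controls were DMSO cells for no effect and high antibiotic wells for full effect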
PhoP GFP inhibition – Inhibition of PhoP regulon, Salmonella typhi GFP reporter cells, confirmation, 4 h (AID 1850). inhibition, % at 50 µM; hits with a dose series show IC50 in µM. Salmonella Typhi PhoP-promoter GFP reporter, fluorescence, 4 h; higher % means a stronger effect. 0.33% of 310,000 active; in the data active = a potency from the dose series; inconclusive = inhibition mostly from about 25% at the one dose, without a potency; inactive = the rest, 99 in 100 with inhibition below about 19%;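 note: 0% = induced wells with vehicle and 100% = uninduced wells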
VEEV TC-83 Vero – inhibitors of VEEV TC-83 cytopathic effect, confirmation, Vero cells (AID 588727); Vero cells, VEEV TC-83 cytopathic effect inhibition; higher % means a stronger effect; 0.13% of 350,000 active; inhibition, % at 20 µM; hits with a dose series show IC50 in µM; in the data active = a potency from the dose series; inconclusive = inhibition mostly from about 14% at the one dose, without a potency; inactive = the rest, 99 in 100 with inhibition below about 12%; note: strong numbers were not always called active
H1N1 NS1A inhibition – NS1A inhibition, H1N1 influenza, cell based functional assay (AID 504329) | NS1A functional cell-based assay, percent inhibition; higher % means a stronger effect | inhibition, % at 12.5 µM; hits with a dose series show IC50 in µM | 0.3% of 340,000 active; in the data active = a potency from the dose series; inconclusive = inhibition above about 27% without an active follow-up result; note: strong numbers were not always called active
VEEV TC-83 Vero 10K pilot screen – second read-out of VEEV TC-83 Vero, no call of its own (marks repeat the call); inhibition, %; measured here: 10K pilot screen inhibition
Numbers without * were called inactive; i = inactive; u = inconclusive; x = not tested or not shown. This is a random part of the collection, and some 1.6% of all compounds hit somewhere here.

SMILES	M. tuberculosis HTS	tuberculosis growth	PhoP GFP inhibition	VEEV TC-83 Vero	H1N1 NS1A inhibition	others
BrCCOCCOc1ccc2ccccc2c1	-3%	5%	-11%	1.4%	-5%
O=C(NCCCCc1ccccc1)c1ccccc1Cl	5%	32%	2%	1.2%	-7%
Cc1ccccc1CNC(=O)C(=O)Nc1nccs1	6%	65%	0%	1.4%	-11%
Cc1ccc(S(=O)(=O)CC(=O)Nc2ccc(F)c(F)c2F)cc1	-4%	45%	3%	2.9%	-1%
C=CCN(CC=C)C(=O)c1cccc(OC2CCN(S(=O)(=O)N(C)C)CC2)c1	0%	-21%	3%	i	1%
CC1=C(C(=O)OCC2CCCO2)C(c2coc3ccccc3c2=O)C2=C(CC(C)(C)CC2=O)N1 (stereo unspecified)	1%	15%	-6%	i	-17%
Cc1ccc(C)c(OCCn2cc(C(=O)O)c3ccccc32)c1	8%	-3%	7%	2.2%	x
Cc1cc(C)c2c(N)c(C(=O)Nc3ccccc3Br)sc2n1	0%	11%	-4%	1.8%	-8%
CCCCc1nc(SCC(=O)Nc2ncccn2)n[nH]1	-1%	0%	7%	0.0%	0%
COc1ccc(NS(=O)(=O)c2ccc(N3CCOCC3)c(NC(=O)/C=C/C(=O)O)c2)cc1	x	x	x	1.7%	-3%
Cc1ccn2c(C(=O)N/N=C\c3cccs3)c(C)nc2c1	-2%	-22%	3%	2.9%	1%
CCCCC1CCC(C(=O)Nc2ccc(S(=O)(=O)Nc3nccs3)cc2)CC1 (stereo unspecified)	u	7.7µM*	-9%	i	-2%
O=C(NCCN1CCCCCC1)C1CC(=O)N(CCc2ccccc2)C1 (stereo unspecified)	-6%	-12%	-1%	1.0%	13%
S=C(Nc1ccc(Cl)cc1)N(CCCN1CCOCC1)Cc1ccco1	-1%	1%	-6%	i	17%	VEEV TC-83 Vero 10K pilot screen=0.1
N#Cc1ccc(OCC(=O)OCC(=O)Nc2ccc(N3CCOCC3)cc2)cc1	3%	-10%	9%	1.3%	-2%
O=C(CNC(=O)C1COc2ccccc2O1)N/N=C\c1cccc(O)c1 (stereo unspecified)	12%	22%	-10%	i	7%
COc1cccc(OC)c1C(=O)OCC(=O)NCc1ccco1	-7%	3%	x	0.9%	-6%
Cn1c(=O)c2c(SCc3c(F)cccc3Cl)nc(CC(C)(C)C)nc2n(C)c1=O	-11%	1%	-7%	5.8%	-6%
CCOC(=O)C1(C)C=C(Nc2ccccc2)C(=O)N1c1ccccc1 (stereo unspecified)	-9%	-8%	3%	1.0%	0%
Cc1ccc(/C=N/NC(=O)c2ccc(NC(=O)c3ccccc3Cl)cc2)o1	-3%	-7%	-3%	0.7%	-10%
CN(C(=O)c1ccc(OC2CCN(Cc3ccccn3)CC2)cc1)C1CCCCC1	16%	49%	-8%	0.6%	-3%
Cc1ccn2cc(CCNC(=O)COc3ccccc3)nc2c1	-7%	-11%	17%	0.4%	-4%
COCCNC(=O)CSc1nc2cc(OC)c(OC)cc2c(=O)n1CCC1=CCCCC1	x	x	x	4.8%	-2%
CCc1ccc(N2C(=O)CN(CC(=O)OC)C2=S)cc1	-3%	-11%	3%	1.2%	-11%
C=CCC[C@H](Cc1ccc(F)cc1)C(=O)OC[C@@H](NC(=O)[C@@H](CC=C)CC(=O)N(CCO)Cc1ccccc1)C(C)(C)C	4%	8%	x	4.1%	-10%
COc1cc(OC)c(C2N(c3ccc(Cl)cc3)C(=O)C3CCCN32)cc1OC (stereo unspecified)	-7%	-34%	12%	0.2%	4%
O=C(CCS(=O)(=O)c1ccccc1)N1CCN(c2cccc(C(F)(F)F)c2)CC1	-5%	52%	-11%	0.7%	-5%
Cc1cccc(Nc2nc(C)nc3c2oc2ccccc23)c1	u	57%	-11%	1.3%	-11%
COC(=O)CNC(=O)CSc1nnc(C)c(=O)[nH]1	5%	11%	-9%	1.6%	-11%
Cc1occc1C(=O)NNS(=O)(=O)c1ccc([N+](=O)[O-])cc1	11%	6%	6%	1.0%	-12%
CCOc1ccc(C(=O)NC2CCN(C(=O)Nc3ccc(F)cc3)CC2)cc1	1%	x	4%	1.0%	-6%
Cc1cc(Nc2ccc(C)c(C)c2)c2ccccc2n1	14%	51%	-4%	3.4%	17%
NS(=O)(=O)c1ccc(NC(=S)NC(=O)c2ccc3c(c2)OCO3)cc1	5%	-3%	8%	0.8%	-13%
CN1CCN(S(=O)(=O)c2ccc(NC(=O)COc3ccccc3)cc2)CC1	10%	22%	-6%	1.0%	5%
Cc1ccc(C)c(N2N=C(C(=O)Nc3ccc(S(=O)(=O)N4CCCC4)cc3)CCC2=O)c1	1%	-2%	0%	2.7%	-20%
Cc1ccc(C)c(NC(=O)CCc2ccc(S(=O)(=O)NC3CCCCC3)cc2)c1	8%	-27%	12%	9.3%	-10%

The list goes on, overlapping the part above by three compounds.
SMILES	M. tuberculosis HTS	tuberculosis growth	PhoP GFP inhibition	VEEV TC-83 Vero	H1N1 NS1A inhibition	others
CN1CCN(S(=O)(=O)c2ccc(NC(=O)COc3ccccc3)cc2)CC1	10%	22%	-6%	1.0%	5%
Cc1ccc(C)c(N2N=C(C(=O)Nc3ccc(S(=O)(=O)N4CCCC4)cc3)CCC2=O)c1	1%	-2%	0%	2.7%	-20%
Cc1ccc(C)c(NC(=O)CCc2ccc(S(=O)(=O)NC3CCCCC3)cc2)c1	8%	-27%	12%	9.3%	-10%
Cc1ccc(N2C(=O)NC(NS(=O)(=O)c3ccc(C)cc3)(C(F)(F)F)C2=O)cc1 (stereo unspecified)	4%	-5%	3%	i	8%
CCOc1cc2c(cc1OCC)-n1cccc1C(c1ccccc1O)NC2 (stereo unspecified)	15%	11%	-8%	1.1%	6%
O=C(/C=N/O)Nc1ccccc1	-7%	-18%	-9%	0.3%	7%
COC(=O)C1CCN(C(c2ccc(OC)c(OC)c2)c2sc3nc(C)nn3c2O)CC1 (stereo unspecified)	-6%	-10%	2%	1.6%	1%	VEEV TC-83 Vero 10K pilot screen=0.6
CC1CCCCN1C(=O)c1cccc(NC(=O)c2ccccc2)c1 (stereo unspecified)	5%	-7%	0%	i	-10%
O=C(NC1CCCC1)C1CCC(=O)N1C1CCCC1 (stereo unspecified)	5%	8%	-10%	0.2%	4%
OC(CNCc1ccccc1)Cn1ccc2ccccc21 (stereo unspecified)	6%	48%	-1%	i	15%
Cc1ccccc1C(=O)N1CCN(c2ccc(NC(=O)c3ccc4c(c3)OCCO4)cc2)CC1	2%	19%	-4%	9.2%	-7%
O=C1c2ccccc2C(=O)N1CCCc1c[nH]c2ccccc12	-2%	13%	-2%	1.0%	0%
O=C(NNC(=S)Nc1ccccc1Cl)c1ccccc1	-4%	u	-1%	2.5%	-10%
O=C(CCCCn1c(=O)[nH]c2ccsc2c1=O)NCCc1ccccc1	-8%	25%	8%	1.3%	9%
COC(=O)CSc1nc2ccc(N)cc2s1	u	u	-1%	0.3%	-8%
CCSc1nnc(NC(=O)c2cnccn2)s1	-2%	30%	13%	x	x
CC1(C)CC2(CCO1)CNC(=O)O2 (stereo unspecified)	2%	-4%	8%	i	-9%
O=[N+]([O-])c1cc(S(=O)(=O)N2CCOCC2)ccc1NS(=O)(=O)c1ccccc1	-6%	4%	x	0.9%	-6%
O=S(=O)(Nc1ccccc1Cl)c1ccc(F)cc1	-7%	7%	-2%	i	-7%
Cc1cccc(/C=N/c2sc3c(c2C#N)CCN(Cc2ccccc2)C3)c1O	-5%	16%	-3%	8.5%	0%
C=C1C(=O)O[C@@]23[C@H]1CC[C@@H](C)[C@@H]2CC[C@@]1(C)O[C@@H]31	50%	36%	x	0.9%	-3%	VEEV TC-83 Vero 10K pilot screen=25
COc1cc(/C=C2\SC(=O)N(Cc3ccc(F)cc3)C2=O)cc([N+](=O)[O-])c1O	x	x	x	1.0%	26%
O=C(c1cc(-c2ccccc2O)on1)N1CCCCCC1	4%	5%	10%	1.9%	2%
CS/C(=N\NC(N)=O)c1ccccc1	-9%	-6%	-4%	2.4%	-3%
O=C(OCc1nnc(-c2ccccc2)o1)c1cn(-c2ccccc2)nc1-c1ccccc1	1%	18%	11%	6.5%	-2%
C=CCn1c(SCc2cc(=O)n3ccsc3n2)nc2sc(C)c(C)c2c1=O	-3%	-15%	-17%	x	x
CN(C)C(=O)c1ccc(NC(=O)c2ccccc2SCC(=O)N2CCCC2)cc1	-5%	-20%	x	2.3%	-16%

3 successive compounds out of the list so far, quoted:
SMILES	M. tuberculosis HTS	tuberculosis growth	PhoP GFP inhibition	VEEV TC-83 Vero	H1N1 NS1A inhibition	others
CCSc1nnc(NC(=O)c2cnccn2)s1	-2%	30%	13%	x	x
CC1(C)CC2(CCO1)CNC(=O)O2 (stereo unspecified)	2%	-4%	8%	i	-9%
O=[N+]([O-])c1cc(S(=O)(=O)N2CCOCC2)ccc1NS(=O)(=O)c1ccccc1	-6%	4%	x	0.9%	-6%

Carrying on.
SMILES	M. tuberculosis HTS	tuberculosis growth	PhoP GFP inhibition	VEEV TC-83 Vero	H1N1 NS1A inhibition	others
Cc1cc(C)n(CC(=O)Nc2ccc3c(c2)OCO3)c(=O)c1C#N	6%	-2%	6%	1.0%	-8%
CC(C)OC(=O)c1cc2c(ccn2C)n1CC(=O)N(Cc1ccccc1)c1ccc(F)cc1	16%	23%	0%	i	>100µM*
CSc1ncccc1C(=O)OCC(=O)Nc1cc(C(F)(F)F)ccc1N1CCOCC1	4%	12%	-6%	0.5%	-2%
O=C(Oc1cccc(NC(=O)c2ccco2)c1)c1cccc(S(=O)(=O)N2CCCCC2)c1	-1%	32%	2%	0.9%	1%
CN(CCCN1CCCCC1)C(=O)c1cc(COc2ccc(F)cc2F)on1	1%	-7%	4%	2.7%	-9%
CCCCc1cc(=O)oc2c(CN3CCN(C)CC3)c(O)ccc12	-6%	5%	-4%	i	0%
COc1cccc(CNCCO)c1OCc1ccccc1	1%	24%	4%	0.0%	-7%
COc1ccc(-c2nn(-c3ccccc3)cc2C(=O)N2CCOCC2)cc1	-4%	0%	3%	0.5%	-4%
COc1ccc(C(C)=O)cc1CSc1nc(C)cc(C)n1	-4%	7%	1%	7.9%	-18%
O=C(NCc1ccccn1)C(=O)NCC1OCCN1S(=O)(=O)c1ccc(Cl)cc1 (stereo unspecified)	-7%	-1%	-8%	1.9%	-2%
O=C(Nc1ccnn1C1CCN(C/C=C/c2ccc(F)cc2)CC1)C1CCCC1	-1%	-6%	-3%	i	6%
C=CCn1c(COc2ccccc2F)nnc1SCC(=O)N1CC(=O)Nc2ccccc21	-14%	1%	2%	2.5%	-8%
CCOC(=O)C1=NNC2(c3ccc(C)cc3)C(=O)N(c3ccc(Cl)cc3)C(=O)C12 (stereo unspecified)	-3%	-3%	3%	0.7%	-1%
COc1ccc(NC(=O)[C@@H]2CCCN2S(=O)(=O)c2cccc3cccnc23)cc1	4%	6%	-4%	0.3%	-3%	VEEV TC-83 Vero 10K pilot screen=2.0
C[C@H]1CN=C(N(C)C)N1CCc1ccccc1	-3%	-17%	-4%	0.2%	-9%
O=C(COC(=O)Cc1cn2ccsc2n1)Nc1nc2ccccc2s1	1%	13%	10%	1.7%	4%
COc1ccc(-n2c(=S)[nH]c3cc(C(=O)O)ccc3c2=O)cc1	-6%	-11%	10%	7.1%	-1%
CC(=O)N(C)c1ccc(N=Nc2c(C)[nH]n(C(N)=S)c2=O)cc1	8%	-34%	-9%	1.3%	9%
CCOc1ccc(C(=O)C(C)OC(=O)c2cnc(C)cn2)cc1 (stereo unspecified)	1%	16%	12%	3.4%	-5%
CN(C)C(CNC(=O)CSc1nnc(-c2ccco2)o1)c1ccccc1 (stereo unspecified)	-7%	0%	-1%	1.7%	0%
COc1cccc(-c2ncc3ccccc3c2CO)c1	-6%	-3%	x	1.8%	-4%
O=C(NCCN1C(=O)S/C(=C/c2cccnc2)C1=O)c1ccc(S(=O)(=O)N2CCCC2)cc1	x	x	x	2.1%	6%
Cc1ccc(-c2nnc(CSc3nnc(COc4ccccc4)n3-c3ccccc3)o2)cc1	2%	16%	-3%	5.7%	-3%
CCOC(=O)C1=C(N)OC2=C(C(=O)CCC2)C12C(=O)N(C)c1ccccc12 (stereo unspecified)	-9%	2%	-17%	0.5%	1%
CCCCNC(=O)C1CCC(CNS(=O)(=O)c2c(C)cc(C)cc2C)CC1 (stereo unspecified)	2%	-20%	1%	0.1%	-11%
CC(=O)N1NC(=Nc2ccccc2)SC1(C)C	3%	2%	5%	1.2%	-2%
NC1=NC[C@H](Cc2ccc(O)cc2)N1CCC12CC3CC(CC(C3)C1)C2	u	u	36µM*	4.4%	22%
